tim10-1 inh – growth inhibitors of tim10-1 mutant yeast, primary screen, luminescence, uHTS; S. cerevisiae tim10-1 ts strain growth, BacTiter-Glo, 24 h; inhibition, % at 20 µM; 330,000 compounds, 2.2% hits; AID 463190, 2010;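 active means inhibition of at least 40%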;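 further: mutant grown at 25 °C; 0% = DMSO wells with yeast and 100% = wells holding no yeast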
GRIN3A LBD mod – binders of NR3A ligand-binding domain, primary screen, biophysical, differential scanning fluorimetry, uHTS. NR3A LBD differential scanning fluorimetry, Tm shift; 0% = protein alone, 100% = glycine-bound protein. Glutamate receptor ionotropic, NMDA 3A (GRIN3A) ligand-binding domain. Tm shift relative to glycine control, % at 25 µM. 340,000 compounds, 2.5% hits;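 active means melting temperature shift of at least 10% of the positive control shift, at one fixed dose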
Mdm2-MdmX inh – inhibitors of human Mdm2-MdmX association, primary screen, cell-based, luminescence, split luciferase, SaOS-2, uHTS | Protein Mdm4 (Homo sapiens) + E3 ubiquitin-protein ligase Mdm2 (Homo sapiens), … | SaOS-2 split-luciferase Mdm2/MdmX complementation | inhibition, % at 8 µM | 330,000 compounds, 3% hits;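 active means inhibition of at least 50% at 8 µM in the primary screen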
XBP1 UPR activ – activators of adaptive XBP1 UPR arm, primary screen, cell-based, CHO-XBP1 luciferase reporter, luminescence, uHTS; IRE1-XBP1 UPR activation; percent of tunicamycin response, DMSO as zero; activation, % at 20 µM; 330,000 compounds, 0.33% hits; AID 463104, 2010;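 active means versus positive control, 20 µM dose yields 30% or more activation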;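 further: 100% = tunicamycin at 10 µg/mL and 0% = DMSO only wells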
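incubation = overnight seeding at 37 °C, 6 h compound treatment at 37 °C | assay system = CHO-XBP1 cells stably carrying IRE1-XBP1-driven luciferase reporter | input = 1000 cells per well | detection = luciferase luminescence | dosing = single point, 20 µM final compound, 1% DMSO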
NLRP3 yeast inh – NALP3 inflammasome inhibitors in reconstituted yeast, primary screen, luminescence, uHTS; Yeast reconstituted NLRP3/ASC/caspase-1, beta-gal luminescence, 24 h; inhibition, % at 10 µM; 330,000 compounds, 0.39% hits;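 active means inhibition of 50% or more; inactive means inhibition below 50%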;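 further: plate controls were induced DMSO wells for no effect and uninduced yeast grown without galactose for full effect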
tim23-1 inh – growth inhibitors of tim23-1 mutant yeast, primary screen, luminescence, uHTS. S. cerevisiae tim23-1 growth, BacTiter-Glo luminescence, 24 h. inhibition, % at 20 µM. 330,000 compounds, 1.3% hits. AID 463212, 2010;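 active means growth inhibition of the mutant yeast at or above 50%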;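 further: temperature-sensitive mutant grown at 25 °C; plate controls were DMSO-treated mutant yeast for no effect and medium wells lacking yeast for full effect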
TIM10 inh – growth inhibitors of isogenic TIM10 control yeast, primary screen, counter-screen for tim10-1 yeast inhibitor project, luminescence, uHTS; 330,000 compounds, 1.4% hits; S. cerevisiae TIM10 strain growth, BacTiter-Glo luminescence, 24 h; inhibition, % at 10 µM; AID 463195, 2010;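 active means inhibition of 40% or more at the single tested concentration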;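 further: wild-type TIM10 isogenic control strain grown at permissive 25 °C; 0% = DMSO yeast wells and 100% = minimal medium wells without yeast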
APJ agonist – agonists of human apelin receptor APJ, primary screen, CHO-K1 cells, PathHunter beta-arrestin, luminescence. P35414. activation, % at 20 µM. 0% DMSO wells, 100% apelin. 330,000 compounds, 0.11% hits;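 active means activation more than six SD over the plate average, tested at 20 µM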;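 further: 0% = DMSO alone and 100% = apelin-13 at 10 nM; some results filed as inactive read as strong as hits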
Target sequence (P35414 whole entry, looked up): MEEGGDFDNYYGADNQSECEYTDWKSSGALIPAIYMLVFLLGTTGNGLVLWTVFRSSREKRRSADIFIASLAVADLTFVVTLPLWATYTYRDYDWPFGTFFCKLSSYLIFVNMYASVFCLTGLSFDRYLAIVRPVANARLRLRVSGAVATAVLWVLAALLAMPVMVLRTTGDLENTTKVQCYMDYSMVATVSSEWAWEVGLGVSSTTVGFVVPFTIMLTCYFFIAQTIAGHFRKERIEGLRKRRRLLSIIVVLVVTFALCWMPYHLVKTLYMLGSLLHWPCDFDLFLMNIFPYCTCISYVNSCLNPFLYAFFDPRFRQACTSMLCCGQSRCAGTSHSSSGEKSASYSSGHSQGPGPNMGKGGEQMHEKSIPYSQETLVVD
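assay system = CHO-K1 APJ beta-arrestin complementation cell line | input = cell density 1000 per well | dosing = compound 20 µM once, DMSO 1% | timing = compound 90 min 25 °C, reagent 1 h | measured by = luminescence from split beta-galactosidase complementation, Galacton Star/Emerald II substrate | read-out basis = APJ agonist activity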
UPR CHOP act – activators of apoptotic CHOP UPR arm, primary screen, cell-based, CHO-CHOP luciferase reporter, luminescence, uHTS; 330,000 compounds, 0.34% hits; UPR activation; percent of tunicamycin response over DMSO baseline; activation, % at 10 µM; AID 449763, 2010;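 active means at 10 µM dose, activation of 40% or more, normalized to positive control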;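 further: 100% = tunicamycin at 10 µg/mL and 0% = DMSO alone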
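Assay system: CHO-CHOP cells, stable luciferase reporter of PERK-eIF2a-CHOP signalling / Buffer or medium: F12 plus 10% serum / Compound dosing: one dose, 10 µM in 0.5% DMSO / Times: 6 h compound treatment, 37 °C / Technique: luciferase luminescence / Read-out: % reporter activation, DMSO baseline versus tunicamycin full activation / Benchmarks: tunicamycin and DMSO controls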
Numbers without * were called inactive.

Key to letters: A = tim10-1 inh; B = GRIN3A LBD mod; C = Mdm2-MdmX inh; D = XBP1 UPR activ; E = NLRP3 yeast inh; F = tim23-1 inh; G = TIM10 inh; H = APJ agonist; I = UPR CHOP act
> O=C(COc1ccc(S(=O)(=O)NC2CCCCC2)cc1)NCCC1=CCCCC1
  A: 17.4	B: -27.5	C: -5.9	D: -2.8	E: 10.5	F: 10.5	G: 4.5	H: -1.9	I: 1.8
> O=C1CCCC(O)=C1N=Nc1cccc(C(=O)O)c1
  A: -9.9	B: -0.5	C: 3.6	D: -2.7	E: 12.2	F: 4.4	G: -10.2	H: 0.4	I: -4.4
> O=C(Nc1ccc(Cl)cc1)c1ccncc1
  A: -4.7	B: 0.8	C: -17.7	D: 1.7	E: 19.1	F: 7.5	G: 8.8	H: 5.1	I: 1.6
> COc1cccc(OC)c1OCc1cc(C2C3CCCC=C3C(C#N)=C(N)C2(C#N)C#N)c(C)cc1C (stereo not given)
  A: 35.3	B: -6.3	C: 51.4*	D: -1.9	E: 1.0	F: 19.2	G: 20.7	H: 0.3	I: 5.2
> CCOC(=O)N1CCN(S(=O)(=O)c2ccc(C(=O)Nc3nc4ccc(F)cc4s3)cc2)CC1
  A: 16.4	B: 0.5	C: 55.0*	D: 26.2	E: -11.4	F: 14.2	G: 11.5	H: -0.8	I: 6.3
> CCOC(=O)C1CCCN(C2=C(NS(=O)(=O)c3ccc(Br)cc3)C(=O)c3ccccc3C2=O)C1 (stereo not given)
  A: 34.2	B: -10.2	C: 8.0	D: -3.4	E: 12.9	F: 35.6	G: 14.7	H: 18.6	I: 0.8
> NS(=O)(=O)c1ccc(N2CCCCCC2)c([N+](=O)[O-])c1
  A: 2.8	B: -2.9	C: 12.6	D: -0.8	E: 12.3	F: 10.0	G: -1.3	H: -2.8	I: -0.5
> COc1ccc(Cl)cc1N1C(=O)CC(N2CCc3ccccc32)C1=O (stereo not given)
  A: 17.2	B: 2.1	C: 0.5	D: -0.8	E: 7.4	F: 6.1	G: 19.6	H: -0.2	I: -0.4
> Cc1ccccc1C(=O)NNC(=O)c1cc(N)cc([N+](=O)[O-])c1
  A: 7.1	B: -3.4	C: -21.9	D: -0.1	E: 11.2	F: 10.2	G: 5.9	H: 0.3	I: -3.7
> Cc1ccc(C(=O)OCC(=O)Nc2cccc(S(=O)(=O)NC3=NCCCCC3)c2)c(C)c1
  A: 11.4	B: -1.2	C: 14.2	D: -2.3	E: -1.3	F: -13.0	G: 17.6	H: 1.0	I: -0.4
> Cc1ccc(NC(=O)COC(=O)C2C3CC4OC(=O)C2C4C3)cc1Cl (stereo not given)
  A: 21.5	B: 2.0	C: 15.8	D: 2.0	E: 8.8	F: 15.8	G: 5.6	H: -1.4	I: 1.3
> CC(C)(C)[C@@H]1C=C(C(=O)N2CCN(Cc3ccc4c(c3)OCO4)CC2)O[C@H](OCc2ccc(CO)cc2)C1
  A: 15.2	B: 0.8	C: 19.6	D: -1.5	E: 15.0	F: -27.6	G: -29.8	H: 2.4	I: -0.6
> CN(C)c1ccc(/C=C/C(=O)c2cccc(Br)c2)cc1
  A: 9.8	B: 6.7	C: 14.5	D: 0.1	E: 25.9	F: 21.5	G: 2.7	H: 0.4	I: 1.9
> NC(=O)NCc1ccc(C(=O)OCc2ccncc2)cc1
  A: 4.6	B: -1.4	C: -5.3	D: 0.4	E: -0.8	F: 18.4	G: 5.8	H: 4.1	I: 0.5
> O=C(NCCc1ccccc1)C1CCCN1C(=O)Nc1cccc(Cl)c1 (stereo not given)
  A: -17.7	B: 0.4	C: -18.6	D: -1.8	E: 19.9	F: -7.9	G: -23.1	H: -5.1	I: 0.9
> COc1ccc(-n2ccnc2SCC(=O)NCc2ccc3c(c2)OCO3)cc1
  A: 14.0	B: 0.3	C: -10.7	D: -1.8	E: 13.6	F: 14.6	G: -4.1	H: -0.1	I: -0.6
> CCC1=Nc2cc(C(=O)NCCCN3CCOCC3)ccc2Sc2ccc(Br)cc21
  A: 6.1	B: -4.1	C: 19.2	D: -1.7	E: 13.5	F: 3.3	G: 8.2	H: -2.0	I: 1.5
> Cc1ccc(NC(=O)c2cccc(N3C(=O)CCC3=O)c2)nc1
  A: 0.7	B: 0.1	C: 14.3	D: -2.6	E: 10.6	F: 8.3	G: 3.5	H: -2.6	I: 0.5
> COc1cccc(CN2CCC(C(=O)N3CCC(C)CC3)CC2)c1
  A: 4.0	B: 1.3	C: -8.1	D: -1.6	E: 14.2	F: 15.4	G: 3.3	H: -0.4	I: 1.6
> COc1ccc(C(=O)Nc2ccnn2C2CCN(Cc3ccccn3)CC2)cc1
  A: 10.2	B: -3.6	C: 0.7	D: 0.9	E: 11.9	F: 9.2	G: 8.9	H: 0.0	I: 0.9
> Nc1cc(C(=O)OCC(=O)NCC2CCCO2)ccc1Cl (stereo not given)
  A: 6.3	B: -1.2	C: 6.8	D: 1.7	E: 14.4	F: 0.5	G: -2.6	H: -5.6	I: 0.1
> CCC(c1nnnn1CCOC)N1CCN(c2nc3ccccc3s2)CC1 (stereo not given)
  A: 13.4	B: -1.3	C: 16.4	D: -1.6	E: 18.1	F: -1.1	G: 15.5	H: -3.0	I: 1.5
> Cc1ccc(C(=O)CCC(=O)OCC(=O)Nc2ccccc2SCC#N)cc1
  A: -20.3	B: -0.2	C: 17.6	D: -0.2	E: 18.5	F: 1.3	G: -12.1	H: 0.4	I: 0.6
> CCN(Cc1ccccc1)C(=O)c1oc2ccc(C)cc2c1C
  A: 8.6	B: 2.5	C: -3.9	D: -1.5	E: 22.1	F: 29.5	G: -8.1	H: -4.1	I: -0.4
> COc1ccc(C(=O)Oc2ccc(/C=N/NC(=O)c3cccnc3)cc2OC)cc1
  A: -1.6	B: 1.7	C: -20.3	D: -1.2	E: 7.9	F: 10.3	G: 8.0	H: 0.7	I: 3.3
> COc1ccc(-c2c(C#CC(C)(C)O)c3ccccc3n2C)cc1
  A: 23.1	B: -1.2	C: 2.6	D: -2.3	E: 10.0	F: 25.4	G: 8.6	H: -2.4	I: 1.4
> COc1ccc(N(CC(=O)Nc2cc(C)on2)S(=O)(=O)c2ccc(Cl)cc2)cc1
  A: 3.6	B: 1.4	C: 29.4	D: -2.8	E: 9.3	F: 11.6	G: -2.7	H: -3.0	I: 1.6
> CCN(CC)S(=O)(=O)c1ccc(NC(=O)c2ccc(CN3CCOCC3)cc2)cc1
  A: -0.9	B: 0.3	C: 10.1	D: -1.1	E: 16.5	F: 7.0	G: 3.9	H: 5.8	I: -2.2

At a glance, three of the compounds above:
Key to letters: A = tim10-1 inh; B = GRIN3A LBD mod; C = Mdm2-MdmX inh; D = XBP1 UPR activ; E = NLRP3 yeast inh; F = tim23-1 inh; G = TIM10 inh; H = APJ agonist; I = UPR CHOP act
> Cc1ccccc1C(=O)NNC(=O)c1cc(N)cc([N+](=O)[O-])c1
  A: 7.1	B: -3.4	C: -21.9	D: -0.1	E: 11.2	F: 10.2	G: 5.9	H: 0.3	I: -3.7
> Cc1ccc(C(=O)OCC(=O)Nc2cccc(S(=O)(=O)NC3=NCCCCC3)c2)c(C)c1
  A: 11.4	B: -1.2	C: 14.2	D: -2.3	E: -1.3	F: -13.0	G: 17.6	H: 1.0	I: -0.4
> Cc1ccc(NC(=O)COC(=O)C2C3CC4OC(=O)C2C4C3)cc1Cl (stereo not given)
  A: 21.5	B: 2.0	C: 15.8	D: 2.0	E: 8.8	F: 15.8	G: 5.6	H: -1.4	I: 1.3

Single records (already shown).
`Cc1ccc(C(=O)OCC(=O)Nc2cccc(S(=O)(=O)NC3=NCCCCC3)c2)c(C)c1` is entered as tim10-1 inh: 11.4; GRIN3A LBD mod: -1.2; Mdm2-MdmX inh: 14.2; XBP1 UPR activ: -2.3; NLRP3 yeast inh: -1.3; tim23-1 inh: -13.0; TIM10 inh: 17.6; APJ agonist: 1.0; UPR CHOP act: -0.4
`CN(C)c1ccc(/C=C/C(=O)c2cccc(Br)c2)cc1` is entered as tim10-1 inh: 9.8; GRIN3A LBD mod: 6.7; Mdm2-MdmX inh: 14.5; XBP1 UPR activ: 0.1; NLRP3 yeast inh: 25.9; tim23-1 inh: 21.5; TIM10 inh: 2.7; APJ agonist: 0.4; UPR CHOP act: 1.9
